Assay outcomes as filed in PubChem BioAssay.
SR-BI uptake up: activators of SR-BI mediated DiI-HDL uptake, primary screen, ldlA[mSR-BI] CHO cells, DiI fluorescence. 3 h; 100 = double the neutral-control signal. activation, % at 12.5 µM. 0.096% of 320,000 active. AID 504775, 2011;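 active = mean replicate activation of at least 60% and every replicate at or above 60%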;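 also: 0% = median plate neutral-control signal and 100% = twice that signal; values of inactives mirror those of a sister screen read the other way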
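System: CHO ldlA[mSR-BI] cells / Medium: HEPES-buffered (25 mM, pH 7.4) F12 plus 0.5% BSA / Probe or stimulus: labelled HDL, 10 µg/mL / Doses: single compound concentration, delivered by pin transfer / Schedule: 3 h, 37 °C / Measured by: DiI fluorescence, bottom read / Measure: cell-associated DiI fluorescence as measure of HDL uptake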
LANA DNA inh: inhibitors of KSHV C-LANA binding to DNA, primary screen, biochemical, fluorescence polarization, FAM-LBS DNA, MBP-C-LANA, single point; inhibition, % at 9 µM; AID 504423, 2011; 0.078% of 340,000 active; Kaposi's sarcoma herpesvirus LANA C-terminal domain (residues 932-1162) DNA binding;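 active = highest replicate inhibition at or above 60% at 9 µM, even if other replicates fall short; inactive = all replicates below 60% inhibition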;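 also: 0% = neutral control wells and 100% = 4 µM acridine orange control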
CAL PDZ FP-1: untagged CAL PDZ binding inhibitors, primary screen, biochemical, fluorescence polarization, HTS. Golgi-associated PDZ and coiled-coil motif-containing protein (Homo sapiens), Q9HD26. purified CAL PDZ, TMR-peptide fluorescence polarization, 1 h. inhibition, % at 24.9 µM. 0.92% of 300,000 active. AID 602252, 2012;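 active = mean inhibition of at least 30% with at least half of replicates also reaching 30%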;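 also: 0% = DMSO neutral control and 100% = excess unlabeled competitor peptide PRC23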
PKA-R2B act: activators of PKA-R2B holoenzyme, primary screen, biochemical, fluorescence polarization, Cy5-IP20, human. cAMP-dependent protein kinase catalytic subunit beta (Homo sapiens) + cAMP-dependent …. PKA-R2B holoenzyme dissociation; R2B truncated from residue 108, S112A mutant; 0% DMSO only, 100% 113 µM cGMP. activation, % at 11.4 µM. 0.079% of 340,000 active;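 active = activation above a cutoff set at the mean over all compounds plus 3 SD, cut at about 18% in these data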;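 also: higher means more holoenzyme dissociation and a rise in polarization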
Target sequence (P31323 whole entry, looked up, other chains not shown, the tested form may be a part): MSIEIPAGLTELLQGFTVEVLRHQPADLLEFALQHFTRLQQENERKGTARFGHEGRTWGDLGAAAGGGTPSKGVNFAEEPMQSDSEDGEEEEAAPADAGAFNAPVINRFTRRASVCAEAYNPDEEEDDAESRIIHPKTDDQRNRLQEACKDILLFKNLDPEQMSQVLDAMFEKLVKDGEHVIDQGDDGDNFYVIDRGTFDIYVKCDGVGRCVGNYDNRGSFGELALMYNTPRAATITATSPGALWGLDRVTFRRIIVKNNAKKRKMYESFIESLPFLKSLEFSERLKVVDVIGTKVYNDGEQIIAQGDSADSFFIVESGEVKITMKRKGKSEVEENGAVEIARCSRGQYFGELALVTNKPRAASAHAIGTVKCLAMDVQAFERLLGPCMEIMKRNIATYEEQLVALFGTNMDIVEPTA
Rtt109 HAT inh: inhibitors of C. albicans Rtt109/Vps75 HAT, primary screen, biochemical, ThioGlo CoA-SH fluorescence, plate reader; purified Rtt109/Vps75, 4 h; inhibition, % at 34.9 µM; Histone acetyltransferase RTT109 (Candida albicans (strain SC5314 / ATCC MYA-2876)), …; 0.16% of 330,000 active;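 active = inhibition of at least 50% in every replicate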
DAGLB inh: DAGLB lipase inhibitors, primary screen, biochemical, fluorescence, HTS; 0.059% of 340,000 active; HEK293T DAGLB membrane lysate, EnzChek fluorogenic substrate; inhibition, % at 5.17 µM; Diacylglycerol lipase-beta (Homo sapiens), Q8NCG7; in the data active = inhibition above about 34%;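 also: 0% = enzyme with vehicle and 100% = wells lacking enzyme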
Target sequence (Q8NCG7 whole entry, looked up): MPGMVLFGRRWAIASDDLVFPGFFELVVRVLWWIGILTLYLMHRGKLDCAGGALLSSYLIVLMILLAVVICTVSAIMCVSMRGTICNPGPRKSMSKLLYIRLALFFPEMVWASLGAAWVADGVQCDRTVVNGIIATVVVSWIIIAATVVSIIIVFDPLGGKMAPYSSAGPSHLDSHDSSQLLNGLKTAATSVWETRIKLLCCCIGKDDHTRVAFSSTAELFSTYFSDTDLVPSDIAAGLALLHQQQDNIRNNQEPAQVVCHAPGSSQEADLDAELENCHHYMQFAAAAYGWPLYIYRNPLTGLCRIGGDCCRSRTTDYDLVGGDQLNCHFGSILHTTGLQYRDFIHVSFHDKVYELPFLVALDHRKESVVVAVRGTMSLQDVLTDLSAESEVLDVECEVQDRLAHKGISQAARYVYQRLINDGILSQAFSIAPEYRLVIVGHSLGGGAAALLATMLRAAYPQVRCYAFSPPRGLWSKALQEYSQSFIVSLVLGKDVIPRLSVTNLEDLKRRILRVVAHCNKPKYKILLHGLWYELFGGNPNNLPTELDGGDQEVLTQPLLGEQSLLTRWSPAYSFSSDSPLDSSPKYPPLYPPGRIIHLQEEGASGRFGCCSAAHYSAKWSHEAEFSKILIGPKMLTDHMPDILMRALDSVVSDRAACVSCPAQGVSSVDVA
CAL PDZ FP-2: CAL PDZ peptide-binding inhibitors, primary screen, biochemical, fluorescence polarization, Cer-tagged CAL PDZ, HTS; Golgi-associated PDZ and coiled-coil motif-containing protein (Homo sapiens), Q9HD26; purified CAL PDZ, TMR-peptide fluorescence polarization, 1 h; inhibition, % at 20 µM; 0.02% of 330,000 active; AID 504414, 2011;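 active = highest replicate inhibition of at least 40%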;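 also: plate controls were DMSO neutral control wells for no effect and unlabeled competitor peptide control wells for full effect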
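Test system: tagged CAL PDZ domain / Buffer or medium: sodium phosphate/NaCl buffer pH 7.4 with TCEP, IgG, Thesit / Reagent: TMR-labelled reporter peptide T*-PRC34 bound in PDZ groove / Compound dosing: single point, 20 µM / Schedule: 1 h incubation at room temperature before polarization reading / Technique: fluorescence polarization (mP) / Benchmarks: unlabelled peptide, DMSO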
RTF Ca sens inh: cardiac RTF calcium sensitivity inhibitors, primary screen, biochemical, IANBD-TnC fluorescence, EC70 calcium. 0.12% of 340,000 active. inhibition, % at 7.15 µM. IANBD-labeled cardiac RTF, Ca2+ fluorescence. Troponin I, cardiac muscle (Homo sapiens) + Troponin T, cardiac muscle (Homo sapiens) + …. AID 493244, 2011;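 active = inhibition above the mean inhibition of all tested compounds plus 3 SD, cut at about 17% in these data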;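 also: assay run at fixed EC70 calcium of 1.6 mM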
RTF Ca sens act: cardiac RTF calcium sensitivity activators, primary screen, biochemical, IANBD-TnC fluorescence, EC20 calcium; AID 493008, 2010; activation, % at 7.2 µM; IANBD-labeled TnC RTF fluorescence at EC20 calcium; 0% EC20 calcium, 100% full calcium; 0.24% of 340,000 active; Troponin I, cardiac muscle (Homo sapiens) + Troponin T, cardiac muscle (Homo sapiens) + …;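 active = activation above the mean over all tested compounds plus 3 SD, cut at about 30% in these data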;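 also: rise in fluorescence read as greater calcium sensitivity of cardiac thin filaments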
Keap1-Nrf2 PPI: Keap1-Nrf2 protein-protein interaction inhibitors, primary screen, biochemical, fluorescence polarization, single point; Kelch-like ECH-associated protein 1 (Homo sapiens), Q14145; Keap1 Kelch-Nrf2 peptide fluorescence polarization, 1536-well; inhibition, % at 9.4 µM; 0.15% of 340,000 active; in the data active = inhibition above about 12%;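 also: human Keap1 Kelch domain with fluorescein labeled Nrf2 9mer peptide probe; 0% = neutral control wells and 100% = peptide positive control; higher means more block of Keap1 binding to Nrf2 peptide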
An asterisk follows results filed as active; nt = no result given. Hits appear at their usual frequency (roughly 1.6% active in at least one column).

SMILES	SR-BI uptake up	LANA DNA inh	CAL PDZ FP-1	PKA-R2B act	Rtt109 HAT inh	DAGLB inh	CAL PDZ FP-2	RTF Ca sens inh	RTF Ca sens act	Keap1-Nrf2 PPI
CC(C)NC(=O)C1c2ccccc2Oc2ccccc21	9	-1.1	-4	-1	2	-3	nt	0	-5	4
O=S(=O)(NC1=NCCCCC1)c1cc(F)ccc1F	6	-0.4	-4	-7	-4	0	-0.5	4	1	1
CC(OC(=O)C1CC(O)CN1S(=O)(=O)c1ccccc1[N+](=O)[O-])C(=O)N1CCCCC1 (centres undefined)	14	2.0	-1	-8	-3	-1	-2.2	6	-2	-5
COc1ccc(-n2nc3cc(C)c(NC(=S)NC(=O)c4ccccc4C)cc3n2)cc1	-29	0.7	3	0	9	-3	-1.8	-8	-7	-4
CCOC(=O)C(N)CSC1CC(=O)N(CCc2ccccc2)C1=O (centres undefined)	-9	-3.6	-3	-9	32	0	0.9	-16	-1	-4
O=c1c2ccc(Cl)cc2nc(-c2ccc([N+](=O)[O-])cc2)n1O	19	-0.1	-1	-5	2	-4	-3.7	1	5	-7
CCN(C(=O)CSc1nnc(-c2ccco2)n1C)c1c(N)n(Cc2ccccc2)c(=O)[nH]c1=O	21	2.1	13	-2	-10	0	0.2	-2	2	-2
CCn1ncc(-c2csc(N)n2)c1C	0	1.7	3	-4	5	1	-1.2	-4	-3	0
COc1ccc(CNC(=O)c2cc(C3CC3)on2)cc1	-12	-0.3	nt	-14	1	-1	-1.7	-8	7	-6
O=C(O)CSc1nnc(-c2ccncc2)n1C1CCCCC1	12	-1.0	0	3	-3	-2	-1.0	0	-2	1
O=C(Nc1ccc2c(c1)OCO2)C1CCCN1C(=O)Nc1cccc(F)c1 (centres undefined)	-9	-0.4	-4	-15	-7	1	-2.5	-6	-3	3
CC1(C)CC(=O)C2=C(C1)N1CCCCC1CC2=O (centres undefined)	34	1.3	-1	1	-20	-1	-0.4	-8	2	1
COc1ccc(COCCN2CCN(S(=O)(=O)c3ccccc3)CCC2=O)cc1	10	1.3	-2	15	-4	-2	0.0	-8	-2	2
CS(=O)(=O)N(CC(=O)N/N=C/c1ccccc1C(=O)O)c1cccc(Cl)c1Cl	nt	0.0	1	-11	-3	-1	-0.1	-7	1	-6
COC(=O)c1ccc(-c2ccc(OC)c([C@H]3[C@H]4C=CC[C@@H](C)[C@@H]4C(=O)N3Cc3ccccc3)c2)cc1	5	7.5	1	2	-3	-1	-2.0	-9	2	-2
CSCC(C)N1CCC(n2nccc2NC(=O)c2ccc3c(c2)OCO3)CC1 (centres undefined)	14	5.0	-5	-1	8	-6	0.5	-11	1	-3
CC1Cc2ccccc2N1C(=O)CSCC(=O)O (centres undefined)	23	-0.2	-12	3	6	-1	-0.4	-5	5	-3
CC(=Nc1ccccc1)C1=C(O)CCCC1=O	22	0.6	-6	1	-2	1	0.6	-5	4	2
COCCn1c(SCC(=O)c2c[nH]c3ccccc23)nnc1-c1ccncc1	16	0.0	-2	0	0	0	0.4	-16	1	0
O=C(O)c1cc2cc(Cl)ccc2[nH]1	-4	1.7	-3	8	2	3	0.0	2	5	-5
COc1cc2nc(C3CCC3)n(NC(=O)COc3ccccc3)c(=O)c2cc1OC	1	-1.0	nt	1	10	1	-0.6	-2	-7	5
Cc1cccc(/N=C/c2nc(-c3ccccc3Br)oc2O)n1	-35	-1.1	-1	4	35	2	-2.7	-10	-2	0
COc1ccc(C(=O)NNC(=O)CN2CCC(n3nnc4cc(F)ccc43)CC2)cc1	8	-0.6	-1	-6	9	0	-0.5	-2	-2	-7
CCOc1ccc(CCNC(=O)COC(=O)C2CCN(c3ccc(C(F)(F)F)cn3)CC2)cc1OCC	2	-0.2	-5	-1	-1	-2	-0.6	14	0	3
O=C(c1cccc(Cl)c1)N1CCN(Cc2ccccc2F)CC1	nt	1.3	-1	-5	-14	-3	-0.4	-3	3	2
Cc1ccnc(NC(=O)CCC(=O)N(CC(=O)NCCc2ccccc2)Cc2ccco2)c1	11	-1.0	nt	-2	8	1	-1.5	-1	-10	-2
CC1=C(CC/C(C)=N/NC(N)=S)C(C)(C)CCC1	-76	15	nt	-11	8	-1	-0.6	6	-6	0
COCC(C)OC(=O)c1c(N)n(CC(C)C)c2nc3ccccc3nc12 (centres undefined)	-58	-1.9	1	6	-365	2	-1.1	-10	0	-10
Cc1cc(C(=O)COC(=O)c2ccc(O)cc2)c(C)n1CCc1ccc(F)cc1	-74	-1.0	5	-3	8	-5	-0.7	4	-1	-2
COc1ccccc1CN1CC(C(=O)NCc2cc(F)ccc2C)CCC1=O (centres undefined)	11	-0.1	4	8	-18	1	-0.8	-10	-2	3
CC1CCN(c2nnc(-c3cccs3)c3ccccc23)CC1	-53	2.1	1	2	4	-3	-4.0	-13	-1	-4
O=C(CSc1nnc(CNC(=O)c2ccco2)o1)Nc1ccccc1C(F)(F)F	8	0.2	-3	-8	0	2	-3.1	-3	0	1
COc1ccc(OC)c(CCNC(=O)C(C)n2nc(C)c3c(C)n(-c4ccc(C)cc4)nc3c2=O)c1 (centres undefined)	-20	-0.4	0	-4	8	-1	-3.1	9	-4	0
CCOC(=O)C1(Cc2ccccc2)C(=O)Nc2ccccc21 (centres undefined)	4	-2.8	-2	5	1	-2	-0.7	-6	7	1
COc1ccc(S(=O)(=O)N2CCN(c3nc(-c4cccnc4)nc4ccccc34)CC2)cc1	-15	0.5	1	-20	-13	-8	-1.3	-2	2	-7
O=C(NCCc1ccccn1)c1cncc(Br)c1	nt	-0.2	0	3	-19	3	-4.7	-13	-5	-5
COc1cccc(Oc2ccc(N/C=C/C(=O)C(C)(C)C)cc2)c1	-28	-0.6	-2	4	10	-3	-0.3	5	-4	-5
O=C(COC(=O)CCN1C(=O)C2CC=CCC2C1=O)Nc1ccc(Cl)cc1F (centres undefined)	-2	0.6	1	5	-4	-2	-1.1	-9	-5	-3
CCCNc1nc(=S)n(-c2ccccc2)c(C)c1C(C)=O	-2	0.7	-7	-5	-30	1	-2.3	2	0	-14
Cc1sc2nc(CN3CCCC3)nc(N3CCN(C(=O)c4ccco4)CC3)c2c1C	-7	-0.2	-3	2	-13	-1	-1.6	-7	-2	0
Cc1ccc(C(=O)NCC(=O)OCC(=O)N2CCCc3ccccc32)cc1	11	-0.1	3	9	-1	0	-5.1	-15	12	-1
Cc1ccc(C(=O)NNc2ncnc3c2cnn3C)cc1	4	0.7	-12	1	-1	-1	-0.5	0	3	4
CC(C)(C)NC(=O)c1cc(-c2ccc3c(c2)OCO3)nc2ccccc12	-52	-1.0	2	3	1	-5	0.3	2	-3	-2
c1ccc2c(c1)CCCN2Cc1nnnn1C1CCCC1	-33	0.1	2	-7	-3	-3	-3.4	-3	1	-3
CCOc1nc(N2CCOCC2)nc(C)c1[N+](=O)[O-]	-8	0.5	-6	-3	-1	-2	-2.1	12	-6	1
COc1cccc(CN(C)C(=O)c2csc3c2CCCC3)c1OC	-16	0.3	nt	2	-4	-1	-0.2	6	2	0
CCCCN(C(=O)CSc1ncnc2sccc12)c1c(N)n(Cc2ccccc2)c(=O)[nH]c1=O	nt	-0.7	-4	8	-2	1	-2.9	4	0	0
Cc1ccc(N(CC(=O)NCc2ccncc2)S(C)(=O)=O)cc1	19	3.5	0	4	-10	1	nt	2	5	-7
COc1c(C)cc(C(=O)C2CCCN(C(=O)c3cc(C)nc(C)n3)C2)cc1C (centres undefined)	6	0.7	-3	-13	-6	3	-1.5	0	4	-2
Cc1cc(C)c(NC(=O)CSc2nc3[nH]ncc3c(=O)[nH]2)c(C)c1	9	2.1	-2	-6	-4	1	-2.0	-11	-1	3
(continued)
SMILES	SR-BI uptake up	LANA DNA inh	CAL PDZ FP-1	PKA-R2B act	Rtt109 HAT inh	DAGLB inh	CAL PDZ FP-2	RTF Ca sens inh	RTF Ca sens act	Keap1-Nrf2 PPI
C=CCN1C(=O)c2ccc(C(=O)N(CCC)CC(=O)Nc3ccccc3C)cc2C1=O	-22	0.3	-4	-1	-3	1	-1.6	1	1	3
Cc1ccc2nc3c(cc(C(N)=S)c(=N)n3CCCOC(C)C)c(=O)n2c1	7	3.1	0	5	-176	4	-2.5	1	2	-9
CCCCn1c(SCC(=O)OCC)nnc1-c1ccoc1C	8	-1.0	10	0	12	-4	nt	-5	4	1
O=C(Nc1nc(COc2ccccc2)cs1)c1ccccc1F	4	-0.3	-1	-7	-3	-5	-0.7	-8	7	1
O=C(c1cc(C2CC2)on1)N1CCOCC1	5	-0.5	-2	-4	3	1	0.7	-3	4	-4
CCCc1cc(=O)[nH]c(SCC(=O)N2C(C)CCCC2C)n1 (centres undefined)	7	-2.1	-3	-5	-5	3	-2.1	5	-3	1
COC(=O)CCSCC(=O)Nc1nnc(C)s1	26	0.1	nt	-1	-1	0	-0.5	0	1	-3
Cc1cc2c(n1-c1ccc(C(N)=O)cc1)CC(C)(C)CC2=O	8	-0.1	-5	6	9	-1	-0.4	3	1	1
O=C(O)CN1CCN(C(c2ccccc2)c2ccccc2)CC1	-1	-0.6	1	7	1	-2	-0.4	2	-6	-2
COC(=O)c1nc(N)sc1-c1ccc(OC)cc1	-2	2.6	0	2	1	5	nt	-6	-7	0
CCCc1ccc(OCCNC(=O)CC)cc1	13	-1.0	-1	-3	-8	0	-1.6	-8	1	3
C=CCOc1ccc(/C=N/NC(=O)C(=O)N2CCCCCC2)cc1OC	nt	0.6	-2	-10	1	-2	-3.0	4	4	-7
